Screens as filed in PubChem.
NR2F2 inh: inhibitors of human COUP-TFII (NR2F2). HEK293T NGFI-A luciferase reporter, luminescence. inhibition, % at 8.6 µM. 0.7% of 370,000 active;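 active = inhibition above a per-plate cutoff, mean inhibition of test wells between control levels plus 3 SD, cut at about 38% in these data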;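 note: cells cotransfected with COUP-TFII expression vector driving the NGFI-A reporter; 0% = median of COUP-TF2 test wells and 100% = reporter-only cells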
ABHD5 PLIN5 PPI: inhibitors of human ABHD5-perilipin-5 interaction | 0.78% of 360,000 active | inhibition, % at 4 µM | AID 602281 | Split G. princeps luciferase complementation, luminescence, 4 h;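 active = inhibition above the mean inhibition across every tested compound plus 3 SD, cut at about 22% in these data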;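 note: 0% = DMSO only wells and the 100% control is not disclosed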
NR5A2 inv ag: suppresses constitutive activity of human LRH-1; O00482; HEK293T StAR-luciferase reporter, LRH-1 transfected, 24 h; inhibition, % at 3.6 µM; 0.13% of 360,000 active;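 active = inhibition above the mean inhibition of all tested compounds plus 3 SD, cut at about 73% in these data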;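 note: 0% = DMSO wells and 100% = reporter-only cells lacking LRH-1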
TWEAK-Fn14 inh: inhibitors of TWEAK-Fn14 interaction signaling. TWEAK-stimulated Fn14 reporter cells, luciferase luminescence, 8 h. 2% of 360,000 active. inhibition, % at 10 µM; in the data active = inhibition above about 50%
Exocytosis inh: lytic granule exocytosis inhibition | TALL-104 LAMP-1 surface exposure, flow cytometry; cells stimulated with thapsigargin and PMA | inhibition, % at 10 µM | 0.66% of 360,000 active;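 active = inhibition above about 55%, limit read from the data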
NOD2 RIPK2 PPI: NOD2-RIPK2 protein interaction inhibition | CHO BLA complementation NOD2-RIPK2, CCF4 ratio | inhibition, % at 4.98 µM | 0.38% of 360,000 active; in the data active = inhibition above about 21%;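 note: 0% = vehicle only and 100% = reference blocker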
SRC3 inh: human NCOA3 inhibition; Q9Y6Q9; HEK293 GAL4-SRC3 luciferase reporter, luminescence; inhibition, % at 3.6 µM; 0.17% of 360,000 active;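 active = inhibition above a per-campaign cutoff, the mean of all compounds plus 3 SD, cut at about 60% in these data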;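 note: 0% = DMSO-treated cells and 100% = gossypol-treated cells at 36 µM; higher means less SRC3-driven luciferase light from the GAL4 reporter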
TLR9-MyD88 block: blocks human TLR9 binding to MyD88. Q9NR96+Q99836. CHO BLA complementation TLR9-MyD88, CCF4 FRET ratio. inhibition, % at 4.98 µM. 0.21% of 340,000 active;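 active = inhibition above the mean over all tested compounds plus 3 SD, cut at about 21% in these data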;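 note: 0% = DMSO only wells and 100% = clavulanate BLA inhibitor control wells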
Target sequence (Q99836 whole entry, looked up): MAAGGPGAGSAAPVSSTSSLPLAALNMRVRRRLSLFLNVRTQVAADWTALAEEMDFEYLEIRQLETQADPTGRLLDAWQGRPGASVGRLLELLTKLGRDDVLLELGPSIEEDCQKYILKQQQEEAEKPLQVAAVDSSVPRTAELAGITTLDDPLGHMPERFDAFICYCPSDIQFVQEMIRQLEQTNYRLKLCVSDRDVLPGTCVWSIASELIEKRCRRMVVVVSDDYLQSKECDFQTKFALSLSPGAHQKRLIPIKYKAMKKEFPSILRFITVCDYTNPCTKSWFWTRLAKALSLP
Target sequence (Q9NR96 whole entry, looked up): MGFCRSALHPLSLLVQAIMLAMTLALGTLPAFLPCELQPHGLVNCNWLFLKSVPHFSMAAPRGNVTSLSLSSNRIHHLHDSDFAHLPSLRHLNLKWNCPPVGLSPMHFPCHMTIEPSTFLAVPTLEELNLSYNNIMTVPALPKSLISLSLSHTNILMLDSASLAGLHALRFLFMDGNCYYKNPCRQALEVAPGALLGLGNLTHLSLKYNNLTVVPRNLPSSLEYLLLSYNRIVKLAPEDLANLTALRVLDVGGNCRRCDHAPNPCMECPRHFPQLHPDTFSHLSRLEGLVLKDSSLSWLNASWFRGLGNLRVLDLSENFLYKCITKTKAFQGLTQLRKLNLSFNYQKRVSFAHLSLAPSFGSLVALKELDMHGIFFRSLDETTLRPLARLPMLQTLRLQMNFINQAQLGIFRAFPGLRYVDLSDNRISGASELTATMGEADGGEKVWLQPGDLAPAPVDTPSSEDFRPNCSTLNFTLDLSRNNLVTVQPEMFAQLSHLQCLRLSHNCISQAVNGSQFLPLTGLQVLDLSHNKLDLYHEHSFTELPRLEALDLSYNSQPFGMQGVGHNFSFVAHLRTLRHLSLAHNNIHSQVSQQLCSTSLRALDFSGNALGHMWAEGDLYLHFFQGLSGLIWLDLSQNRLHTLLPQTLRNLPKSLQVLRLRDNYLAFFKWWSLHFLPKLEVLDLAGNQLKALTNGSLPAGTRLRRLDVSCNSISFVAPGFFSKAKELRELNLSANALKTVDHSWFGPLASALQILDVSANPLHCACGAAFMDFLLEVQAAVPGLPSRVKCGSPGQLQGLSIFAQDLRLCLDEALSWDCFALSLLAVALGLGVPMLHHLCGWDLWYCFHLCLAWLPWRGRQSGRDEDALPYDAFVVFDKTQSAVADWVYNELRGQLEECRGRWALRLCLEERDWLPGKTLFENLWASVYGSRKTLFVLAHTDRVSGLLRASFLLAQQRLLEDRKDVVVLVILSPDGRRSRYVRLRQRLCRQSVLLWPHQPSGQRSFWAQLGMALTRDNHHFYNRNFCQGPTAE
SRC2 inh: inhibits human steroid receptor coactivator 2. inhibition, % at 9 µM. 0.17% of 370,000 active. Q15596. HEK293 GAL4-SRC2 luciferase reporter, luminescence;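 active = inhibition above the mean inhibition of all tested compounds plus 3 SD, set per campaign, cut at about 52% in these data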;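 note: 0% = DMSO treated cells and 100% = cells given Gossypol at 36 µM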
NCOA1 inh: inhibitors of human steroid receptor coactivator 1 (SRC1) | Q15788 | HEK293 GAL4-SRC1 luciferase reporter, luminescence | inhibition, % at 3.6 µM | 0.12% of 360,000 active | AID 588354;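 active = inhibition above the campaign mean plus 3 SD, with each screening campaign given its own cutoff, cut at about 60% in these data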;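 note: 0% = DMSO treated cells and 100% = gossypol at 36 µM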
TROY NFkB inh: inhibitors of TROY-dependent NF-kB signaling; Q293 LMP1-TROYcd NF-kB luciferase reporter, 4 h; inhibition, % at 10 µM; 0.98% of 360,000 active;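 active = compounds whose plate-normalised and pattern-corrected inhibition of the luciferase reporter signal at the single screening dose is 50% or more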
Numbers without * were called inactive; x = no result given. The list is partial; the hit share may differ from the screen's.

SMILES	NR2F2 inh	ABHD5 PLIN5 PPI	NR5A2 inv ag	TWEAK-Fn14 inh	Exocytosis inh	NOD2 RIPK2 PPI	SRC3 inh	TLR9-MyD88 block	SRC2 inh	NCOA1 inh	TROY NFkB inh
O=C(Nc1cccn2ncnc12)C(F)(F)F	-3	-3	-6	-5	2	-5	16	1	-37	-1	4
O=C(NCC1CCCO1)c1ccc2c(=O)n(Cc3ccc(Cl)cc3)c(=S)[nH]c2c1 (stereo not given)	-19	0	8	-35	0	-3	9	1	-23	2	-11
CCCCCCCC1CC(CSc2ncn[nH]2)OC1=O (stereo not given)	-4	0	13	-2	-3	2	2	1	17	-11	-18
COc1ccc(C(=O)NNC(=O)CN2CCC(n3nnc4cc(C)ccc43)CC2)cc1	10	9	-8	30	4	-12	-1	-7	7	-5	-15
O=C1CCC2(CCCC2)c2ccccc21	-6	9	-1	20	-9	3	6	-1	-18	4	-6
COC(=O)c1cc2ccsc2n1CC(=O)NCC1CCCO1 (stereo not given)	9	9	3	-6	1	-8	-3	-12	-17	9	-6
CCc1cc2c(NC(Cc3ccccc3)C(=O)O)ncnc2s1 (stereo not given)	-2	-2	-1	1	1	3	14	0	-10	-3	13
CCN(C[C@H]1N[C@@](C)(C(=O)OC)[C@H]2C(=O)N(C)C(=O)[C@@H]12)C(=O)c1ccccc1	12	9	-24	-1	-2	-4	-6	-3	-2	-12	-16
CCCN1Cc2cccc(C(=O)NC3CCCC3)c2C1=O	8	4	27	6	-3	2	1	5	26	-17	3
COc1cccc(C2CC(c3ccccc3Cl)n3nc(N)nc3N2)c1 (stereo not given)	-28	0	12	-3	-2	-3	2	-10	7	3	-30
O=S(=O)(c1ccc(C2CCCCC2)cc1)N1CCOCC1	14	4	19	-24	-3	6	-1	4	17	4	-4
CC(=O)N/N=C(\C)CCc1ccccc1	-15	1	-15	-9	0	-3	15	-5	-14	-13	-12
Cc1cccc(C)c1N1C(=O)CCC(C)(C)C1=O	-3	1	6	14	4	0	-15	-4	-1	-11	2
Cc1nc2sc3c(c2c(=O)o1)CCC3	12	-8	9	-14	1	-7	10	10	0	-5	18
COc1ccc2oc(=O)c(-c3nc4ccccc4o3)cc2c1	-19	3	-101	-13	-8	3	-72	9	-69	-166	-19
CCC(c1c(C)[nH]oc1=O)c1c(C)[nH]oc1=O	-9	9	4	8	-1	-4	-8	3	-32	15	-2
CCC1CCCCN1CCCNC(=O)c1ccc(CS(=O)(=O)c2ccccc2OC)o1 (stereo not given)	12	0	-22	19	-9	-7	18	1	-7	2	-38
CC(=O)Nc1ccc(/C=N/N2CCCCC2)cc1	0	-10	-16	10	3	-5	-22	-9	1	-72	-11
C/C(=N\N)c1c(-c2ccccc2)c2cc(C)ccc2[nH]c1=O	16	-5	5	-4	8	-9	10	12	-10	-2	34
Cc1ccc(C(=O)NC2CCCCCCC2)c(Cl)c1	-12	-4	-102	75*	-16	2	-54	-4	6	-58	40
C=CCSc1nnc(NC(=O)c2ccc(Cl)nc2)s1	12	3	-35	-3	1	-5	-19	5	12	-23	-31
CCOC(=O)C1CCCN(c2nnnn2-c2ccccc2)C1 (stereo not given)	-15	0	11	1	3	8	-3	0	-29	10	-12
O=C(N/N=C/c1ccco1)c1cc(-c2ccc3ccccc3c2)n[nH]1	-38	10	-170	15	-7	-3	-51	-13	-59	-147	-51
COc1ccc(N(C(=O)c2snc(C(N)=O)c2N)C(C(=O)NCc2ccc(F)cc2)c2ccc(C)o2)c(OC)c1 (stereo not given)	21	8	2	12	15	-11	7	-7	-33	4	5
Cc1cn(CC(=O)NCCNc2ccc([N+](=O)[O-])cn2)c(=O)[nH]c1=O	1	-6	8	-10	1	7	11	3	0	0	-10

3 compounds out of the list above, ordered by the number in TWEAK-Fn14 inh, falling.
canonical_smiles	NR2F2 inh	ABHD5 PLIN5 PPI	NR5A2 inv ag	TWEAK-Fn14 inh	Exocytosis inh	NOD2 RIPK2 PPI	SRC3 inh	TLR9-MyD88 block	SRC2 inh	NCOA1 inh
CCCN1Cc2cccc(C(=O)NC3CCCC3)c2C1=O	8	4	27	6	-3	2	1	5	26	-17
CCc1cc2c(NC(Cc3ccccc3)C(=O)O)ncnc2s1 (stereo not given)	-2	-2	-1	1	1	3	14	0	-10	-3
O=C(Nc1cccn2ncnc12)C(F)(F)F	-3	-3	-6	-5	2	-5	16	1	-37	-1

Some of the entries so far, in markdown:
| SMILES | NR2F2 inh | ABHD5 PLIN5 PPI | NR5A2 inv ag | TWEAK-Fn14 inh | Exocytosis inh | NOD2 RIPK2 PPI | SRC3 inh | TLR9-MyD88 block | SRC2 inh | NCOA1 inh | TROY NFkB inh |
| --- | --- | --- | --- | --- | --- | --- | --- | --- | --- | --- | --- |
| O=S(=O)(c1ccc(C2CCCCC2)cc1)N1CCOCC1 | 14 | 4 | 19 | -24 | -3 | 6 | -1 | 4 | 17 | 4 | -4 |
| CC(=O)N/N=C(\C)CCc1ccccc1 | -15 | 1 | -15 | -9 | 0 | -3 | 15 | -5 | -14 | -13 | -12 |
| Cc1cccc(C)c1N1C(=O)CCC(C)(C)C1=O | -3 | 1 | 6 | 14 | 4 | 0 | -15 | -4 | -1 | -11 | 2 |
| Cc1nc2sc3c(c2c(=O)o1)CCC3 | 12 | -8 | 9 | -14 | 1 | -7 | 10 | 10 | 0 | -5 | 18 |
| COc1ccc2oc(=O)c(-c3nc4ccccc4o3)cc2c1 | -19 | 3 | -101 | -13 | -8 | 3 | -72 | 9 | -69 | -166 | -19 |
| CCC(c1c(C)[nH]oc1=O)c1c(C)[nH]oc1=O | -9 | 9 | 4 | 8 | -1 | -4 | -8 | 3 | -32 | 15 | -2 |
| CCC1CCCCN1CCCNC(=O)c1ccc(CS(=O)(=O)c2ccccc2OC)o1 (stereo not given) | 12 | 0 | -22 | 19 | -9 | -7 | 18 | 1 | -7 | 2 | -38 |

Continued.
SMILES	NR2F2 inh	ABHD5 PLIN5 PPI	NR5A2 inv ag	TWEAK-Fn14 inh	Exocytosis inh	NOD2 RIPK2 PPI	SRC3 inh	TLR9-MyD88 block	SRC2 inh	NCOA1 inh	TROY NFkB inh
COc1cccc(-c2csc3ncnc(Sc4nnnn4C)c23)c1	-34	10	19	75*	-5	-3	49	3	29	21	38
COc1ccccc1OCC(=O)NC1CC(C)(C)NC(C)(C)C1	-8	-1	-3	-11	0	1	8	-6	-25	-16	-15
CN1CCN(c2ccc(S(=O)(=O)N3CCOCC3)cc2NC(=O)Cc2ccccc2F)CC1	6	0	12	-2	-1	-5	-9	5	17	3	0
COc1cc(/C=N/NC(=O)c2ccoc2C)ccc1O	-37	2	-124	-19	2	3	-65	-8	-78	-82	-19
COc1ccc(C(=O)COc2ccc3ccc(=O)oc3c2)c(OC)c1	-5	-4	-29	-31	10	3	-1	-11	5	-1	0
CCn1c(COC(=O)CNC(=O)c2ccccc2)nc2cc(S(=O)(=O)N(C)C)ccc21	6	-4	5	-5	0	2	5	-3	2	3	13
CCOC(=O)C1(Cc2cccc(OC)c2)CCN(Cc2ccccc2OC)CC1	-5	-1	5	1	6	0	15	2	-8	7	9
O=C(O)COc1ccc(/C=N/NC(=O)C2CCCN2S(=O)(=O)c2ccc(Cl)cc2)cc1 (stereo not given)	13	-2	-27	0	-3	-12	-3	5	2	-19	7
CCOC(=O)NC(=O)CSc1nc2ccc([N+](=O)[O-])cc2[nH]1	-1	5	-12	0	0	-1	10	-5	2	4	-11
COc1cc(C(=O)NCc2ccc(F)cc2)cc(Cl)c1OC	10	-3	17	10	2	-2	11	-3	-2	0	19
O=C(Nc1ccc(N2CCOCC2)cc1)c1ccc(S(=O)(=O)N2CCCCC2)cc1	-14	1	7	2	-2	-10	4	-12	5	-12	0
CC(C)c1cc(C(=O)OCC(=O)NC2CCS(=O)(=O)C2)c(O)c(C(C)C)c1 (stereo not given)	6	-4	-8	-7	2	3	-21	-15	2	5	-13
CCOC(=O)C1CCCN(C(=O)C2c3ccccc3Oc3ccccc32)C1 (stereo not given)	13	0	-2	15	-3	0	0	-2	13	7	6
COc1ccc(CN2C(=O)C(CC(=O)NCCN3CCOCC3)CC(C(=O)N(C)C)=C2C)cc1 (stereo not given)	-1	-7	5	-8	-1	-7	-4	-3	-4	-16	-8
CCOc1ccccc1NC(=O)CN1CCN(Cc2ccccc2)CC1	9	-1	-14	1	4	0	1	6	-88	-21	1
CCCn1c(SCC(=O)c2cc(C)ccc2C)n[nH]c1=O	0	-5	-25	-13	-2	-8	1	-3	-7	0	2
CC(C)C(c1nnnn1Cc1ccc(F)cc1)N1CCN(c2ccc(O)cc2)CC1 (stereo not given)	3	-5	3	-6	0	-1	7	x	-9	7	-3
Cc1cc(C(=O)COC(=O)C2=NNC(=O)CC2)c(C)n1-c1cccc(C(F)(F)F)c1	23	5	18	7	0	-10	-23	-2	17	1	4
Cc1cc(Br)ccc1NCc1ccccn1	0	1	-32	-15	0	-9	-5	-3	-3	-20	-29
COc1ccc(OC)c(S(=O)(=O)NCc2nc3nc(C)cc(C)n3n2)c1	-15	2	-4	-2	0	-1	-18	3	11	-22	10
Nc1nc(SCC(=O)NC2CCCc3ccccc32)n[nH]1 (stereo not given)	-1	3	6	-10	-2	-3	4	7	-10	4	2
COc1cc(Cl)cc2c1Sc1ccccc1/C2=C/CCN(C)C	x	7	-1	-2	0	-3	12	0	x	-5	-15
CCCCS(=O)(=O)N1CCC(C(=O)Oc2ccc(Cl)cc2)CC1	12	-13	16	3	-6	9	2	-9	-7	18	7
CN1CCN(c2nc3c(c(=O)[nH]c(=O)n3C)n2CCCSc2nnnn2-c2ccccc2)CC1	27	-8	-2	11	9	5	-2	-1	10	-11	9
COC(=O)Cn1cccc1C(=O)c1ccccc1	-1	3	10	-26	-2	4	8	-2	1	-9	20
C/C(=N\Nc1ccc2nncn2n1)c1ccco1	-4	-11	-24	12	2	-1	13	3	12	-12	-8
Cc1ccc2c(CN3CCCCC3C)cc(=O)oc2c1C (stereo not given)	-3	5	-2	-8	-11	-8	-42	-7	-21	-15	-8
O=C(Nc1ccccc1Cl)C(Cl)C(=O)c1ccccc1 (stereo not given)	13	-17	6	5	-3	-3	-11	-1	-21	-1	-7
COc1ccc2nc(/C=N/NC(=O)CCCCCNC(=O)OC(C)(C)C)ccc2c1	-16	6	-78	3	-1	-1	-57	3	-20	-64	5

Among those listed so far, 4 contain a thiophene ring, fused or not:
SMILES	NR2F2 inh	ABHD5 PLIN5 PPI	NR5A2 inv ag	TWEAK-Fn14 inh	Exocytosis inh	NOD2 RIPK2 PPI	SRC3 inh	TLR9-MyD88 block	SRC2 inh	NCOA1 inh	TROY NFkB inh
COC(=O)c1cc2ccsc2n1CC(=O)NCC1CCCO1 (stereo not given)	9	9	3	-6	1	-8	-3	-12	-17	9	-6
CCc1cc2c(NC(Cc3ccccc3)C(=O)O)ncnc2s1 (stereo not given)	-2	-2	-1	1	1	3	14	0	-10	-3	13
Cc1nc2sc3c(c2c(=O)o1)CCC3	12	-8	9	-14	1	-7	10	10	0	-5	18
COc1cccc(-c2csc3ncnc(Sc4nnnn4C)c23)c1	-34	10	19	75*	-5	-3	49	3	29	21	38
